Screening data (PubChem BioAssay)
CCHF vOTU inh: CCHFV vOTU protease inhibitors, primary screen, biochemical, Pep-AMC substrate, fluorescence | Crimean-Congo hemorrhagic fever virus L polyprotein viral ovarian tumor (vOTU) protease … | 0.55% of 370,000 active | inhibition, % at 11.5 µM | AID 651958, 2012; in the data active means inhibition above about 30%; further: 0% = vehicle wells with enzyme and 100% = no enzyme wells
MazEF act: activators of E. coli MazEF toxin-antitoxin RNase, primary screen, biochemical, fluorescence, uHTS | AID 504720, 2011 | 0.32% of 350,000 active | activation, % at 20 µM | FAM/BHQ RNA-DNA oligo cleavage fluorescence, 5 h; in the data active means activation above about 50%
BoNT F protease: BoNT/F light chain protease inhibitors, primary screen, biochemical, flow cytometry, MLPCN library; Botulinum neurotoxin type F light chain protease (Clostridium botulinum); Multiplex microsphere protease cleavage assay; inhibition, % at 10 µM; 0.22% of 360,000 active; in the data active means inhibition above about 35%, passing the limit was not always enough; inconclusive means no clear call, values can overlap the other calls; further: plate controls were buffer without enzyme for full effect and enzyme alone for no effect
PrPC surface inh: inhibitors of human cell surface prion protein PrPC, primary screen, cell-based, TR-FRET | TR-FRET read-out | inhibition, % at 13.8 µM | 0.43% of 370,000 active | AID 720596, 2013; in the data active means inhibition above about 24%; further: 0% = median of the test wells and 100% = reference compound wells
3CLpro inhibitor: SARS-CoV 3CLpro protease inhibitors, primary screen, biochemical, quenched FRET | recombinant SARS-CoV 3CLpro, quenched FRET peptide cleavage | inhibition, % at 6 µM | 0.14% of 290,000 active | AID 1706, 2009; in the data active means inhibition above about 12%
PriA SSB inh: inhibitors of Klebsiella pneumoniae PriA binding to SSB C-terminal tail, primary screen, biochemical, AlphaScreen; PriA–SSB C-terminal tail interaction (Klebsiella pneumoniae); 0.6% of 430,000 active; AlphaScreen SSBct-PriA binding, biotinylated peptide; inhibition, % at 33 µM; AID 1272365, 2023; in the data active means inhibition mostly above about 37%, no sharp cut-off; inactive means mostly below about 20%;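 further: plate controls were negative control peptide for no effect and reference peptide for full effect; strong numbers were not always called active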
Rv3671c protease: Rv3671c serine protease inhibitors, primary screen, biochemical, fluorescence polarization, M. tuberculosis H37Rv | P9WHR9 | inhibition, % at 5.96 µM | 0.048% of 320,000 active | AID 2606, 2010; in the data active means inhibition above about 38%;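 further: extracellular domain of Rv3671c used as enzyme; 0% = enzyme with DMSO and 100% = no enzyme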
BoNT A protease: BoNT/A light chain protease inhibitors, primary screen, biochemical, flow cytometry, MLPCN library. inhibition, % at 10 µM. 0.17% of 360,000 active. multiplex microsphere protease substrate cleavage; further: plate controls were buffer without enzyme for full effect and enzyme alone for no effect
Anthrax LF prot: Bacillus anthracis LF protease inhibitors, primary screen, biochemical, multiplex microsphere, MLPCN library; 0.12% of 360,000 active; multiplex microsphere protease cleavage assay; Lethal factor (Bacillus anthracis), P15917; inhibition, % at 10 µM; AID 588501, 2011; further: plate controls were buffer without enzyme for full effect and enzyme alone for no effect
Target sequence (P15917 whole entry, looked up): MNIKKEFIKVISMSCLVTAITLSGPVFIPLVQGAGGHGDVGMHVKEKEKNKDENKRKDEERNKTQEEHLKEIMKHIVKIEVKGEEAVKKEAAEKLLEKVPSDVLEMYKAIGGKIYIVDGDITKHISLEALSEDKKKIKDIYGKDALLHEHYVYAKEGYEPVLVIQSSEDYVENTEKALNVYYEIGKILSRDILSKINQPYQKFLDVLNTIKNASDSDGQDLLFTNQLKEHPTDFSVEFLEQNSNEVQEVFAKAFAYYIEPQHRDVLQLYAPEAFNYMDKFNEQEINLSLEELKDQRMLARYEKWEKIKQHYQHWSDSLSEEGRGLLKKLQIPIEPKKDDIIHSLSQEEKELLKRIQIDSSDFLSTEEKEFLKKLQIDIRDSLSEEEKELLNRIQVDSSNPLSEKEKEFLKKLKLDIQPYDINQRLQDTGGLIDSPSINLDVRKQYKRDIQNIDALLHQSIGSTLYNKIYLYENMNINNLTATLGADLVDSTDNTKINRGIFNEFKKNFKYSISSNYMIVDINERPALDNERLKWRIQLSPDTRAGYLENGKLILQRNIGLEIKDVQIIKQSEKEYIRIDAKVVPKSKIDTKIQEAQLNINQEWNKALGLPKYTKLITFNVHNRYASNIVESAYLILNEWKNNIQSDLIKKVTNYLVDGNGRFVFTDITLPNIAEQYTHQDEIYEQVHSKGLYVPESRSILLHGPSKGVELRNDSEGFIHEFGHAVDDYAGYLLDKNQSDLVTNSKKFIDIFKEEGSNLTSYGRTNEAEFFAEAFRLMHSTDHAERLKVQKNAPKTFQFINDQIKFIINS
DUSP3 inh: VHR1 phosphatase inhibitors, primary screen, biochemical, absorbance, uHTS; inhibition, % at 13.3 µM; recombinant VHR phosphatase, pNPP absorbance; Dual specificity protein phosphatase 3 (Homo sapiens), P51452; 0.52% of 290,000 active; in the data active means inhibition above about 50%; further: some compounds called inactive have numbers as strong as hits
Target sequence (P51452 whole entry, looked up): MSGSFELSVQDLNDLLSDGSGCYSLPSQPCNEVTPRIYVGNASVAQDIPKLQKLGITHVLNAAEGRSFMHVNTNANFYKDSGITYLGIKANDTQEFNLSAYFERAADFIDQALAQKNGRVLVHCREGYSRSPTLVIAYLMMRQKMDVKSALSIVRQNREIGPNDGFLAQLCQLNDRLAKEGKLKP
* hit, by the source's call; ? = inconclusive; . = no result given; & = joins results of further samples. Unless noted, no stated cut-off is given here; in the data, active means inhibition above about 30%; inconclusive means no clear call, values can overlap the other calls; inactive means below that. This is a subset; count on the stated rates, not on these rows.

SMILES	CCHF vOTU inh	MazEF act	BoNT F protease	PrPC surface inh	3CLpro inhibitor	PriA SSB inh	Rv3671c protease	BoNT A protease	Anthrax LF prot	DUSP3 inh
CCC(C)C(=O)Nc1cc(Cl)ccc1C(=O)O (centres undefined)	-6	4	8	-10	-2	-21	3	-0.5	-4	38
CCc1cc2ccccc2nc1SCC(=O)Nc1cc(OC)c(OC)cc1C(=O)O	-6	-2	-2	40*	-1	-13	-5	0.0	-1	13
O=C(CN(C(=O)CCC(=O)Nc1ccccn1)c1ccc(F)cc1)NCc1ccco1	-22	6	12	4	-1	4	5	0.9	-5	17
CN(C)C(=S)Nc1ccc(Br)cc1Cl	3	15	?	0	7	-5	-8	-8.3	-7	21
COc1ccc(OCCOc2ccc(N(C)S(=O)(=O)c3ccccc3)cc2)cc1	1	3	-19	2	.	-8	-11	-11	1	.
CCCN(CC1CC1)c1nc(N)c2c(N)nc(OC)cc2c1C#N	0	15	4	1	0	7	-5	2.5	2	6
CCN(C(=O)COC(=O)c1ccccc1Nc1cccc(C)c1C)C1CCS(=O)(=O)C1 (centres undefined)	11	4	-26	-3	3	-20	-4	-0.5	1	29
CN(C)C(=O)CSc1ncnc2scc(-c3ccccc3)c12	8	0	4	5	2	-4	3	-0.1	-4	4
C/C(=N\NC(=O)c1c(Cl)cnn1C)c1cccc(NC(=O)C(C)C)c1	2	-2	0	4	-2	.	3	0.2	4	-11
Cc1ccccc1OC(C)C(=O)N1CCC(Cc2ccccc2)CC1 (centres undefined)	1	-4	-4	-1	2	-15	-6	-1.4	0	47
Cn1[nH]cc(C=NC(N)=O)c1=O	-11	-3	1	3	.	-1	.	-0.3	-8	.
O=C(O)CCC(NS(=O)(=O)c1ccc(N2CCCC2=O)cc1)C(=O)O (centres undefined)	-29	-1	-10	-1	3	-12	-4	-0.4	0	-8

Molecules shown so far that have an aryl thioether with sulfur outside any ring (two):
SMILES	CCHF vOTU inh	MazEF act	BoNT F protease	PrPC surface inh	3CLpro inhibitor	PriA SSB inh	Rv3671c protease	BoNT A protease	Anthrax LF prot	DUSP3 inh
CCc1cc2ccccc2nc1SCC(=O)Nc1cc(OC)c(OC)cc1C(=O)O	-6	-2	-2	40*	-1	-13	-5	0.0	-1	13
CN(C)C(=O)CSc1ncnc2scc(-c3ccccc3)c12	8	0	4	5	2	-4	3	-0.1	-4	4

More compounds
SMILES	CCHF vOTU inh	MazEF act	BoNT F protease	PrPC surface inh	3CLpro inhibitor	PriA SSB inh	Rv3671c protease	BoNT A protease	Anthrax LF prot	DUSP3 inh
CCCCCCOC(=O)Cc1c(C)nc(N)[nH]c1=O	11	5	-16	1	1	-4	-11	-1.0	-12	-8
O=S(=O)(NCCCO)c1ccc2c(c1)Cc1cc(S(=O)(=O)NCCCO)ccc1-2	17	5	1	5	6	-14	0	-1.3	-5	26
Cc1ccc(C(=O)N2CCCCC2C(=O)O)cc1S(=O)(=O)N1CCCCC1 (centres undefined)	13	0	-6	-2	.	-4	3	-0.6	4	.
Cc1occc1C(=O)NNC(=O)C(c1ccccc1)c1ccccc1	-6	-6	4	8	0	-3	-2	0.6	1	-3
COc1ccc(CCNC(=O)C2CCC(=O)N2Cc2ccccc2Cl)cc1OC (centres undefined)	9	-1	4	-7	2	-10	-3	-0.4	5	-1
CCOc1ccc(Nc2nc3ccccc3n2C)cc1	-13	-4	?	5	.	-10	-3	-0.4	-4	.
O=C(Nc1ccc2nc([C@@H]3O[C@H](CO)[C@@H](O)[C@H](O)[C@H]3O)[nH]c2c1)NC(c1ccccc1)c1ccccc1	3	.	-3	3	.	.	.	-0.6	-7	.
Cn1c2c(c(=O)n(C)c1=O)CN(Cc1ccccc1)CN2	-1	.	4	6	.	.	.	0.1	-2	.
CCCC(=O)N1CCCC1(C)C(=O)N(C)Cc1cccc2ccccc12 (centres undefined)	-12	.	-6	2	.	.	.	-0.1	-3	.
O=C(COC(=O)/C=C/c1ccc(OC(F)F)cc1)NC1CCCCCCC1	-1	-6	0	-5	.	3	-11	3.5	1	.
O=C(Nc1ccccc1)NC(Cc1ccc(O)cc1)C(=O)O (centres undefined)	-4	-8	-2	2	2	-11	-15	-0.8	-1	15
COc1ccc(-c2noc(CSc3nc4ccccc4c(=O)n3-c3ccccc3)n2)cc1OC	3	-20	-8	4	-2	-17	4	-0.2	0	2
COc1cccc(/C=N\n2c(C)nnc2C)c1OC	11	-3	5	1	-1	.	-8	-0.4	1	1
CCC1(c2ccc(Cl)cc2)NC(=S)N(c2ccc(C)cc2)N1 (centres undefined)	-13	1	-11	-6	-4	-8	-4	-1.0	0	0
O=C(NCCCN1CCOCC1)c1onc(CSc2ccc(F)c(F)c2)c1C(=O)NCCCN1CCOCC1	-1	9	-11	-7	.	-9	7	-0.1	1	.
Cc1ccnc(NC(=O)CCC(=O)N(CC(=O)NCC2CCCO2)Cc2ccc(F)cc2)c1 (centres undefined)	1	6	0	6	0	-11	6	0.1	0	20
O=C(CCC(=O)NNC(=O)Nc1cccc(Cl)c1)NCc1ccccc1	-13	-6	-1	-14	6	-12	8	-0.5	-7	2
CCn1cc(S(=O)(=O)CC(=O)NC2CCCCC2)c2ccccc21	2	-7	-7	-3	3	3	-1	-0.9	7	33
CC1(C)Cc2c(c(-c3ccco3)nc3sc4c(NCCN5CCOCC5)ncnc4c23)CO1	-21	6	-3	3	-1	16	0	1.5	0	0
c1cncc(-c2nn3c(Cn4nnc5ccccc54)nnc3s2)c1	-1	6	3	4	-1	0	-9	0.9	0	17
Cn1c(=O)n(CCO)c(=O)c2c1nc(Br)n2Cc1ccccc1	-14	2	-4	-4	0	-10	.	-2.0	3	4
CSc1nncn1/N=C/c1cc(Cl)ccc1F	-5	4	11	12	2	.	-1	0.5	4	-1
CC(NC(=O)c1ccncc1)C(C)(C)C (centres undefined)	-9	-9	4	-4	1	-16	-8	6.2	-13	-2
COc1cccc2[nH]c3ccccc3c(=O)c12	.	6	?	.	8	-2	-1	1.5	1	23
Cc1c(NCc2ccncc2)cccc1C(=O)O	5	-11	-10	9	-2	-9	-6	-1.7	-6	-2
CCCCC1Cc2[nH]c(=S)[nH]c(=O)c2C(c2ccc(F)cc2)O1 (centres undefined)	14	.	3	-6	.	.	.	0.2	2	.
O=C(Nc1ccc(OC(F)F)cc1)c1cc(S(=O)(=O)N2CCOCC2)ccc1N1CCCC1	-9	7	?	13	.	-10	.	-1.9	?	.
O=C(Nc1ccc2sccc2c1)c1ccc(Cl)s1	5	1	-11	5	3	-7	-15	-0.9	-2	12
COc1ccc(Br)cc1/C=N/NC(=O)c1cccc(S(=O)(=O)N2CCOCC2)c1	-5	-1	-1	4	0	.	-7	-1.4	-3	26
Cc1c(NC(=O)CN2CCN(c3ccccc3)CC2)c(=O)n(-c2ccccc2)n1C	-2	8	8	9	0	-21	3	0.1	-2	48
O=C(c1ccco1)N1CCCC(c2nc3c(nnn3Cc3ccc(Cl)cc3Cl)c(=O)[nH]2)C1 (centres undefined)	2	5	7	-1	3	6	0	-0.6	-6	22
CC(=O)c1ccc(NS(=O)(=O)c2cc3c(cc2C)N(C(C)=O)CCO3)cc1	14	6	-3	2	-2	3	-6	-1.6	2	11
COCCNC(=O)c1cc2sc3ccccc3c2s1	1	1	-8	5	2	-6	-8	-0.1	2	2
Nc1ccc(C(=O)N2CCCC2)cc1	0	7	1	0	1	-13	-5	-1.5	-9	25
Cc1ccc(Nc2ncc3c(=O)[nH][nH]c(=O)c3n2)cc1	22	9	-3	-11	.	-3	.	0.5	8	.
Cc1cc(OCC(=O)NNC(=O)CCc2ccccc2)ccc1Br	4	0	-4	8	-1	10	-8	-0.5	0	-8

Profiles, looked up by structure. Order of values: CCHF vOTU inh	MazEF act	BoNT F protease	PrPC surface inh	3CLpro inhibitor	PriA SSB inh	Rv3671c protease	BoNT A protease	Anthrax LF prot	DUSP3 inh
Entry for `Cc1ccc(Nc2ncc3c(=O)[nH][nH]c(=O)c3n2)cc1` → 22	9	-3	-11	.	-3	.	0.5	8	.
Entry for `Cc1cc(OCC(=O)NNC(=O)CCc2ccccc2)ccc1Br` → 4	0	-4	8	-1	10	-8	-0.5	0	-8
Entry for `O=C(Nc1ccc2sccc2c1)c1ccc(Cl)s1` → 5	1	-11	5	3	-7	-15	-0.9	-2	12
Entry for `Cc1c(NC(=O)CN2CCN(c3ccccc3)CC2)c(=O)n(-c2ccccc2)n1C` → -2	8	8	9	0	-21	3	0.1	-2	48

Going on with the list.
SMILES	CCHF vOTU inh	MazEF act	BoNT F protease	PrPC surface inh	3CLpro inhibitor	PriA SSB inh	Rv3671c protease	BoNT A protease	Anthrax LF prot	DUSP3 inh
CCSCCNC(=O)c1cncc(Br)c1	1	3	15	6	2	-1	6	-0.5	-1	8
O=C(O)CN1C(=O)SC(Nc2ccc(Cl)cc2)C1=O (centres undefined)	-9	1	-8	12	-3	10&-5	-1	0.2	2	16
O=C(CCNC(=O)c1ccccc1Cl)Nc1cc(C(F)(F)F)ccc1Cl	9	6	-3	-4	1	11	3	0.8	0	13
COc1cccc(C(=O)COc2cccc(NC(=O)c3ccco3)c2)c1	16	6	-2	12	3	-5	1	0.6	-2	10
c1ccc(N2CCN(Cc3ccsc3)CC2)nc1	3	1	6	4	2	-6	2	-0.2	-3	32
O=C(NCCN1CCC(n2c(=O)[nH]c3ccccc32)CC1)c1cccs1	-10	.	-9	-10	.	.	.	0.3	-2	.
CC(=NNC(=O)c1ccncc1)c1cccc(Br)c1	-14	1	-4	3	.	1	.	0.1	-9	.
C=CCNc1nc(C)c(C(C)=O)cc1C#N	10	2	4	5	-1	-9	-11	0.2	2	16
COCCNC(=O)c1cc(-c2ccc(Cl)c(Cl)c2)on1	-1	-10	-9	0	4	4	9	-0.8	-6	11
COc1ccc(OC)c(-c2c(C#N)c(N)nc3c2c(=O)nc2sccn23)c1	-2	0	-1	-5	-1	-6	8	-0.4	-3	37
